# M1 ag parental: M1 agonist counterscreen hit in parental CHO-K1 cells. Fluo-8 calcium fluorescence; scaled to maximal ATP response, vehicle zero. activation, % at 3 µM. actives 0.48% (n = 360,000). AID 602248; in the data active = activation above about 15%;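 note: untransfected CHO-K1 host cells lacking M1 receptor as counterscreen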
# CHO parental Ca: signal in parental CHO cells, OX1R antagonist counter-screen; inhibition, % at 5.6 µM; actives 0.63% (n = 330,000); parental CHO-K1, ATP-induced calcium, Fluo-8 fluorescence;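 active = inhibition above that plate's mean sample inhibition plus 3 SD, cut at about 26% in these data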;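 note: 0% = ATP-challenged DMSO wells and 100% = DMSO wells without ATP; some compounds past the cut are filed as inactive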
#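 Assay system: parental CHO cells; Read-out basis: percent inhibition of ATP-evoked calcium rise, normalized to controls; Benchmarks: ATP and no-ATP DMSO wells; Compound dosing: single nominal dose of 5.6 µM per compound; Signal: Fluo-8 calcium dye fluorescence; Also added: ATP as calcium-mobilizing challenge; Repeats: singlicate.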
# OXTR potentiator: human OXTR potentiation. P30559. CHO-OTR cells, Fluo-8 calcium fluorescence, potentiator mode; 0% = oxytocin EC15, 100% = EC100. activation, % at 3 µM. actives 0.061% (n = 320,000);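 active = activation above that plate's cutoff, the mean activation of tested compounds plus 3 SD, cut at about 6.6% in these data, passing the limit was not always enough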;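 note: 100% uses oxytocin at 75 nM as the full agonist control; some results filed as inactive read as strong as hits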
#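 Replication – single well per compound, singlicate · Assay system – CHO cell line stably expressing human OTR · Timing – 6 min pre-incubation, 100 s read · Measure – normalized max/min fluorescence ratio, % activation · Doses – 3.0 µM, one dose · Detection – Fluo-8 calcium dye fluorescence · Probe or stimulus – oxytocin near EC15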
# CHO-K1 Ca antag: counter-screen for M1 antagonists: effect in parental CHO-K1 cells | ATP-induced calcium, Fluo-8 fluorescence | inhibition, % at 3 µM | actives 0.6% (n = 360,000) | AID 602250;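 active = inhibition above a per-plate cutoff, the plate's mean sample inhibition plus 3 SD, cut at about 24% in these data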;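 note: 0% = DMSO plus EC80 ATP and 100% = DMSO alone without ATP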
# CHO-K1 Ca PAM: nonselective activator or artifact in parental CHO-K1 calcium assay | actives 0.02% (n = 360,000) | activation, % at 3 µM | ATP EC20, Fluo-8 calcium fluorescence; 0% at ATP EC20, 100% at ATP max;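 active = activation above the run cutoff, the mean activation of all test compounds plus 3 SD, cut at about 40% in these data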;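 note: peak over basal fluorescence ratio in a 140 s read after ATP addition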
# OXTR ag: human OXTR agonism. P30559. actives 0.32% (n = 320,000). AID 2435. activation, % at 3 µM. CHO-OTR cells, Fluo-8 calcium fluorescence; normalized: DMSO 0%, oxytocin 100%;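 active = activation above the mean of all tested compounds plus 3 SD, cutoff set per screening run, cut at about 20% in these data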;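 note: peak over basal fluorescence ratio from a 100 s FLIPR kinetic read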
# V1R ag counter: counter-screen for oxytocin receptor agonists: human V1a receptor agonists | P37288 | CHO-V1R cells, Fluo-8 calcium fluorescence, agonist mode; 0% DMSO, 100% 3 nM vasopressin | activation, % at 3 µM | actives 0.25% (n = 320,000) | AID 2797;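 active = activation above the mean activation of all tested compounds plus 3 SD, per screening run, cut at about 20% in these data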;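 note: signal is peak over basal fluorescence ratio across a 100 second FLIPR read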
# Target sequence (P37288 whole entry, looked up): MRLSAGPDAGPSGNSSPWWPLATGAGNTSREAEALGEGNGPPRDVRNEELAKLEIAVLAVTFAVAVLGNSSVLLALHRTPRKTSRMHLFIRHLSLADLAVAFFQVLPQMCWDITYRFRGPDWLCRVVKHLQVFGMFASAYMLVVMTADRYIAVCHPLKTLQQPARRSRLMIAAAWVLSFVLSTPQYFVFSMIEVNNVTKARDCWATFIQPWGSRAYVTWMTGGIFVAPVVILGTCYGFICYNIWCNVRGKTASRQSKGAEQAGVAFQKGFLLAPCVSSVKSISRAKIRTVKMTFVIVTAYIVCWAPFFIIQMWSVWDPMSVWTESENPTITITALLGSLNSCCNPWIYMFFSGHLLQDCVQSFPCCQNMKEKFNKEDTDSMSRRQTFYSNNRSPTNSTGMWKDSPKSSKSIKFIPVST
# GPR7 antag: antagonists of human GPR7 (neuropeptides B/W receptor 1) | inhibition, % at 4.4 µM | actives 1.1% (n = 290,000) | GPR7-expressing cells, fluorescence antagonist assay | P48145 | AID 1861; in the data active = inhibition above about 16%, passing the limit was not always enough;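 note: cells stimulated with the agonist NPW; 0% = agonist with vehicle and 100% = vehicle without agonist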
# TAAR1 antagonist: antagonists of human TAAR1; Q96RJ0; CHO RD-HGA16 TAAR1, Fluo-8 calcium fluorescence, antagonist; inhibition, % at 3 µM; actives 1.5% (n = 360,000);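 active = inhibition above a per-plate cutoff, the mean inhibition of test compounds on that plate plus 3 SD, cut at about 49% in these data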;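 note: 0% = DMSO plus EC80 beta-PEA response and 100% = DMSO alone without agonist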
# Target sequence (Q96RJ0 whole entry, looked up): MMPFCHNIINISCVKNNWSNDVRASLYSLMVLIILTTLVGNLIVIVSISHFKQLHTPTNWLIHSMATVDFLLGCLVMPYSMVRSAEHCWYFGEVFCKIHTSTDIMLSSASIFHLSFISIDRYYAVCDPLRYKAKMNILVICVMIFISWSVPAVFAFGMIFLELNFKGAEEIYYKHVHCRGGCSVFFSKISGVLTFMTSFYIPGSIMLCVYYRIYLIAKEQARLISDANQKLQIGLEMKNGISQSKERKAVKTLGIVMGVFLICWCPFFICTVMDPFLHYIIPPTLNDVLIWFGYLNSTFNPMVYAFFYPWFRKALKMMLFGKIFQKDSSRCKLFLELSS
#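 System: RD-HGA16 CHO cells with stable hTAAR1 and Gα16 | Probe or stimulus: EC80 β-phenethylamine stimulus | Dosing: 3 µM, single point | Times: Dye loading 75 min at 37 °C, then 30 min room temperature | Measured by: Fluo-8 calcium-sensitive fluorescence | Read-out basis: % inhibition of agonist calcium response | Replicates: n of 1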
# The depositor's hits bear a star; . = no result given.
SMILES,M1 ag parental,CHO parental Ca,OXTR potentiator,CHO-K1 Ca antag,CHO-K1 Ca PAM,OXTR ag,V1R ag counter,GPR7 antag,TAAR1 antagonist
N#CCC(=O)NNc1c([N+](=O)[O-])cc(C(F)(F)F)cc1[N+](=O)[O-],-0.5,-15,-7,-3,11,-1.0,-0.9,-14,-17
COC(=O)c1ccc(NS(=O)(=O)c2ccc(-c3cc(C)no3)s2)cc1,1.1,-8,-11,6,-10,2.1,2.2,3,6
CC(=O)N(C)C[C@H]1Oc2ncc(Br)cc2C(=O)N([C@H](C)CO)C[C@@H]1C,0.3,.,.,-5,4,.,.,.,-17
CCn1c(C(Cc2ccccc2)NC(=O)COC)nc2ccccc21 (stereo unspecified),0.3,-17,-1,1,16,-1.0,-0.4,-5,-5
Cc1ccc(-c2nc3ccccc3[nH]2)cc1NC(=O)/C=C/c1ccco1,0.9,-29,-11,-1,8,-0.9,-1.2,-1,27
CCOC(=O)c1nc2sc3c(c2c(=O)[nH]1)CCC(C)C3 (stereo unspecified),1.1,-7,1,-8,14,0.9,1.8,14,3
Cc1cc(=O)oc2cc(OCC(=O)N3CCOCC3)ccc12,-0.3,.,.,-5,11,.,.,-5,2
O=C(O)COc1c(-c2ccc(Cl)cc2)oc2ccccc2c1=O,0.3,-5,-6,-12,8,-1.2,-0.1,-5,7
CC12C=CC(=O)C=C1CCC1C3CCC(O)(C(=O)CO)C3(C)CC3OC312 (stereo unspecified),0.1,16,-8,-6,3,0.4,0.1,2,-9
CCOC(=O)[C@]12CCCC=C1N(Cc1ccco1)C(=O)[C@H](CC(=O)N1CCCC1)C2,0.3,.,.,-12,-6,.,.,.,-9
Cc1cccc(N(CC(=O)NCc2ccc3c(c2)OCO3)C(=O)CCC(=O)Nc2ccccn2)c1C,2.2,.,.,-9,20,.,.,-2,52*
O=C(Nc1nc2c(F)cccc2s1)c1ccc([N+](=O)[O-])o1,0.2,-7,-5,4,13,1.2,3.0,4,-9
O=C(NC(=O)c1ccccc1)Nc1cccc(S(=O)(=O)N2CCCCC2)c1,1.2,-4,-1,0,14,-0.1,-0.2,-19,-11
COc1cc(-c2ccc(N3C(c4ccsc4)=Cc4ccccc4C3CC(C)=O)cc2)cc(OC)c1OC (stereo unspecified),0.3,.,.,-19,7,.,.,.,-26
COc1ccc(NC(=S)N2CCC(C(=O)c3ccc(F)cc3)CC2)cc1,2.1,.,.,1,2,.,.,.,5
O=C(COc1ccccc1)NNC(=O)COc1ccc([N+](=O)[O-])cc1,2.0,-3,-8,5,12,0.0,-0.2,-8,12
COc1ccc(COC(=O)N/N=C(\C)CC(=O)Nc2ccc(Cl)cc2)cc1,-0.2,-21,-10,-7,4,-2.5,0.7,-16,-22
Cc1ccc(S(=O)(=O)NC2(C(F)(F)F)NC(=O)N(c3ccccc3F)C2=O)cc1 (stereo unspecified),0.1,8,-6,0,14,1.4,0.1,-6,-7
O=C(CN1C(=O)NC2(CCCCC2)C1=O)NCCc1ccccc1,0.3,-9,-2,-18,0,0.7,0.1,.,-6
O=C(NCc1ccccc1)c1ccc(=O)oc1,0.1,-6,-6,9,-9,0.3,1.3,-14,-20
CN(C)c1ccc(NC(=O)CC(NCc2ccccn2)C(=O)O)cc1 (stereo unspecified),-0.4,-7,-12,0,8,0.3,0.7,2,13
CCOC(=O)c1cnn(-c2nc3c(C)cccc3s2)c1C,0.5,1,-5,-8,15,1.3,1.3,-1,-2
N#CCc1nc2n(n1)Cc1ccccc1-2,-0.9,-2,4,18,-11,0.7,-0.3,-3,-14
CCN(CC(=O)NCc1ccc(Cl)cc1)C(=O)COc1ccc(Cl)cc1Br,0.6,-31,-5,-6,10,-0.1,1.1,.,-1
Cc1ccc(C(=O)NCc2cccs2)cc1S(=O)(=O)N1CCCCC1,3.3,-10,-4,-2,4,3.7,1.9,-1,-8
CC/C(=N\NC(=O)CSCc1ccc(Cl)cc1)c1ccc2c(c1)OCCO2,-0.3,-11,-14,28*,-7,-1.1,-2.0,-1,5
CCCn1c(SCC(=O)Nc2ccc(OC)cc2)nnc1-c1ccncc1,0.0,-11,-7,-2,4,0.0,1.4,14,-5
O=C(Cn1nnc(-c2cccc(C(F)(F)F)c2)n1)NC1CCCC1,0.5,3,-4,8,-5,-0.3,0.6,-6,3
CCOc1ccc(OCC(=O)OCC(=O)N(CC(C)C)c2c(N)n(Cc3ccccc3)c(=O)[nH]c2=O)cc1,0.7,-25,-13,-2,-20,-0.4,-0.4,.,4
CCOc1ccc(CNCc2ccccc2Cl)cc1,1.4,-15,-7,-13,15,-0.1,0.6,11,-8
Cc1cc(C)c(OCCCn2ccnc2)c(C)c1,0.2,.,.,4,-17,.,.,-2,-6
Cc1csc(NC(=O)c2cccc([N+](=O)[O-])c2C(=O)O)n1,0.4,3,-4,-12,4,1.1,-0.3,-21,-13
CC(Oc1ccccc1)C(=O)NC1C(=O)N2C1SC(C)(C)C2C(=O)O (stereo unspecified),-0.1,-3,-6,4,-1,0.8,0.3,-8,10
CCCC(=O)N(Cc1cc(=O)[nH]c2ccccc12)c1ccccc1OC,0.0,-20,-13,-9,2,-1.6,-0.9,-3,-5
CSc1ccccc1Nc1ncnc(N)n1,1.1,-9,-8,-14,21,-0.3,-1.4,-21,-6
Fc1ccc(F)c(NC2=NCCCCC2)c1,0.7,-8,4,-15,9,0.3,-0.2,-1,16
Cc1ccc(C(=O)OCC(=O)NCCc2ccc(S(N)(=O)=O)cc2)o1,0.4,-1,3,-10,17,0.8,0.6,.,-1
Cc1coc2c(C)c3oc(=O)c(CCC(=O)NCCCn4ccnc4)c(C)c3cc12,0.2,-9,1,11,-16,-1.1,-1.1,8,-6
CCN(CC)CCNC(=O)c1ccc(NC(=O)c2ccc(S(=O)(=O)N3CCCCCC3)cc2)cc1,0.9,-9,-5,-10,14,0.5,0.3,.,15
O=C(COc1cc(F)ccc1[N+](=O)[O-])Nc1ccc(N2CCCCC2)cc1,0.8,1,-10,-6,-3,-1.1,0.7,.,9
C[C@H]1CCC[C@]2(CC(=O)c3cc(F)ccc3O2)C1,0.4,-6,-3,-4,14,-0.4,-0.1,.,1
O=C1NC[C@@H](CCCCN2CCN(CCc3ccc(O)cc3)C(=O)C2=O)N(Cc2ccccc2)C1=O,-0.2,.,.,-12,11,.,.,.,-8
CCCCOC(=O)CSc1nc2ccccc2o1,0.1,-4,-4,-7,7,-2.4,-1.1,4,-27
O=C(CCn1c(=O)c2cccn2c2ccc(F)cc21)NCCc1ccccc1,3.2,-41,-9,-2,12,-0.2,2.1,-1,9
Cc1nnc(NC(=O)c2oc3c(ccc4ccccc43)c2C)s1,-0.4,-17,-6,-2,5,-1.3,-0.8,-12,14
Cc1nn2c(nc(N3CCOCC3)c3ccccc32)c1C=C(C#N)C#N,0.5,-9,2,5,-7,0.0,-0.2,-6,-12
CCC1CCCCN1CCCNC(=O)Cn1c(=O)c2cccn2c2cccnc21 (stereo unspecified),0.2,-4,-8,-11,12,0.6,0.7,-11,-12
CCCn1c(N)c(C(=O)CN2CCc3ccccc3C2)c(=O)n(C)c1=O,-0.1,-20,4,-10,-7,0.0,0.8,-16,-4
CC(=O)c1cccc(NC(=O)c2ccc(N(Cc3ccccc3C)S(C)(=O)=O)cc2)c1,4.5,2,-20,-9,3,6.3,11,6,57*
Cn1cc(Cl)c(C(=O)OCC(=O)Nc2ccccc2)n1,0.4,-9,-9,-14,14,0.6,0.2,-3,11
CCc1cccc(NC(=O)CN(C)S(=O)(=O)c2cccc3nsnc23)c1,1.2,-17,-15,-3,11,-1.9,0.4,-4,6
Cc1nc2ccccc2c2c1C(=O)NC2=O,.,-6,-9,.,.,-0.4,1.8,-9,.
CCOC(=O)c1c(CC(C)C)csc1/N=C/C1=C(O)CCCC1=O,7.3,-13,-4,1,11,1.8,2.9,-8,-32
CCc1nc2ccccc2c(C(=O)Nc2ccc(C)cc2)c1C,0.1,.,.,-13,20,.,.,-7,-1
CC(=O)c1ccc(N2CCN(c3ccnc4cc(Cl)ccc34)CC2)cc1,8.7,5,-6,-21,11,2.6,5.5,7,30
O=C(CCC1CCCCC1)NCCS(=O)(=O)N1CCN(c2ccc(F)cc2)CC1,0.6,-3,-7,-11,0,-1.5,1.1,.,-39
CCCC(=O)N(CCN1CCOCC1)c1nc2c(OCC)cccc2s1,5.9,-27,-8,-13,20,0.2,0.5,-12,.
Cc1c(CCO)c(=O)n2n1CCCC2,0.1,.,.,-3,-1,.,.,.,18
O=C(CCCl)Nc1cc(SCCO)cc([N+](=O)[O-])c1,1.8,-9,-6,-12,9,1.7,1.0,6,8
O=C(CSc1nnc(-c2ccncc2)n1C1CCCCC1)Nc1cccc(O)c1,0.1,-9,-6,-6,13,-0.3,0.9,13,-6

# Molecules above containing bromine:
SMILES,M1 ag parental,CHO parental Ca,OXTR potentiator,CHO-K1 Ca antag,CHO-K1 Ca PAM,OXTR ag,V1R ag counter,GPR7 antag,TAAR1 antagonist
CC(=O)N(C)C[C@H]1Oc2ncc(Br)cc2C(=O)N([C@H](C)CO)C[C@@H]1C,0.3,.,.,-5,4,.,.,.,-17
CCN(CC(=O)NCc1ccc(Cl)cc1)C(=O)COc1ccc(Cl)cc1Br,0.6,-31,-5,-6,10,-0.1,1.1,.,-1

# (list continues)
SMILES,M1 ag parental,CHO parental Ca,OXTR potentiator,CHO-K1 Ca antag,CHO-K1 Ca PAM,OXTR ag,V1R ag counter,GPR7 antag,TAAR1 antagonist
Clc1ccc(OCCCn2cncn2)cc1Cl,1.1,-5,-7,7,-7,4.0,5.4,-3,-3
O=C1NCCCC2c3c(cc(Br)c(O)c3Br)OC12N1CCOCC1 (stereo unspecified),0.2,2,4,-5,14,0.2,0.3,1,-10
Cc1cccc(C2CN(C)CCc3c2cc(O)c(O)c3Cl)c1 (stereo unspecified),0.2,-12,4,-2,17,1.4,1.0,.,-6
CCc1nc2ccc(C(=O)NCCc3ccc(OC)cc3)cc2nc1CC,1.6,-28,-9,-11,-13,-1.3,2.3,-16,2
CCCc1nc(N2CCOCC2)c(C#N)c2c1CCCC2,-0.3,-6,1,2,16,-1.3,-0.7,-17,2
COC(=O)c1cn[nH]c1NC(=S)Nc1ccc(C)cc1Cl,8.8,-1,-10,-26,15,7.3,4.4,21,22
CC(C)(C)CC(=O)Nc1cc2c3c(c1)CCN3C(=O)CC2,1.0,-9,1,-6,0,1.2,0.0,-1,-12

# Screening results as filed in PubChem.
